From PubChem BioAssay
T cruzi growth – inhibitors of T. cruzi proliferation | inhibition, % at 8.34 µM | T. cruzi beta-gal in NIH3T3, GalScreen luminescence, 90 h | 77,000 tested, 5.9% active;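 active = mean inhibition above about 93%, with at least 55% of replicates each passing it, limit read from the data, passing the limit was not always enough; inconclusive = only one of those two conditions holds; inactive = neither condition holds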
C diff growth – blocks growth of Clostridium difficile; Clostridium difficile clinical isolate growth, OD600, 24 h; hits give low values; growth activity, negative = inhibition, % at 16 µg/mL (by protocol); 86,000 tested, 0.25% active;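 active = mean growth activity at or below -80% and every replicate also at or below -80%; inconclusive = mean at or below -80% but some replicate above -80%; inactive = mean growth activity above -80%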;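 also: 0% = DMSO wells and -100% = levofloxacin 16 µg/mL wells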
Pf Dd2 growth – blocks growth of Plasmodium falciparum Dd2 parasites. P. falciparum Dd2 growth, SYBR Green, 72 h; hits give low values. activity change, % at 10 µM. 94,000 tested, 2.3% active. AID 1159554; in the data active = activity change below about -80%; inconclusive = no clear call, values can overlap the other calls
GASC1 inh – KDM4C (human) demethylase inhibition. AID 720574. 96,000 tested, 0.15% active. GST-KDM4C 2-372, H3K9me3 peptide, LANCE TR-FRET. Q9H3R0. inhibition, % at 12.5 µM;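 active = mean replicate inhibition above about 25%, with at least 55% of replicates also reaching it, limit read from the data, passing the limit was not always enough; inconclusive = only one of those two conditions met; inactive = neither condition met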
Target sequence (Q9H3R0 2-372 limits assumed): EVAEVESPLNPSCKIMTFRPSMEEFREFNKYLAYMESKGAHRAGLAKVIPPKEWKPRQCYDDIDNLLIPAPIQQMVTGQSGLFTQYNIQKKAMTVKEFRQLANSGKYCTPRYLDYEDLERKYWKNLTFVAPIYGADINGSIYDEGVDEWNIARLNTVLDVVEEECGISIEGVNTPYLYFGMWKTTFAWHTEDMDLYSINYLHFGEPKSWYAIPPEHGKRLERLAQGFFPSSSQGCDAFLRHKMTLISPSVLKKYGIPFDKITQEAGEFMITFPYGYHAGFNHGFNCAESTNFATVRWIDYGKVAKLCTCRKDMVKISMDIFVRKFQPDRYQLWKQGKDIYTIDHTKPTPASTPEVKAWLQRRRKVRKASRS
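Assay system: GST-GASC-1 enzyme fragment 2-372 | Amount: 10 nM enzyme | Medium: HEPES buffer, pH 7.5, plus ascorbate | Reagent: H3K9me3 peptide substrate, Fe(II), 2-oxoglutarate | Doses: Single-point compound screen | Incubation: 30 min demethylation and 1 h detection at room temperature | Measured by: LANCE TR-FRET, excitation 340 nm, emissions 618 and 671 nm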
* hit, by the source's call; u = inconclusive; x = not tested or not shown; & = joins results of further samples.

Short keys: A = T cruzi growth; B = C diff growth; C = Pf Dd2 growth; D = GASC1 inh
Compound: Cc1ccc(-c2cnc3c(c2)C(=O)N([C@@H](C)CO)C[C@H](C)[C@H](CN(C)Cc2ccccc2F)O3)cc1
  A: 100*; B: 4; C: -30; D: -0.4
Compound: CC(C)NC(=O)N(C)C[C@@H]1OCCCC[C@@H](C)Oc2ccc(NC(=O)Nc3ccc(F)cc3)cc2C(=O)N([C@H](C)CO)C[C@@H]1C
  A: 29; B: 3; C: 16; D: x
Compound: C[C@@H]1CCCCO[C@H](CN(C)C(=O)Nc2ccc(F)cc2)[C@H](C)CN([C@@H](C)CO)C(=O)c2cc(NC(=O)CCC(F)(F)F)ccc2O1
  A: 82; B: x; C: -55; D: 0.3
Compound: C[C@H](CO)N1C[C@H](C)[C@@H](CN(C)S(=O)(=O)c2ccccc2)Oc2ccc(NS(=O)(=O)c3cn(C)cn3)cc2CC1=O
  A: 9; B: 4; C: -1; D: 1.0
Compound: C[C@H]1CN([C@@H](C)CO)C(=O)CCCn2nncc2CO[C@@H]1CN(C)Cc1ccccc1
  A: 8; B: x; C: -12; D: 1.3
Compound: CO[C@@H]1CC[C@@H]2CCN(C)C(=O)CCCN(C)C(=O)c3cccc(C#N)c3OC[C@H]1O2
  A: -38; B: 5; C: x; D: -0.3
Compound: C[C@@H]1CN([C@@H](C)CO)C(=O)Cc2cc(NS(=O)(=O)c3cn(C)cn3)ccc2O[C@@H]1CN(C)Cc1ccc(C(F)(F)F)cc1
  A: 12; B: -11; C: -3; D: 0.2
Compound: CCC(=O)N1CC(=O)N2[C@H](CO)[C@H](c3ccc(-c4cccnc4)cc3)[C@H]2C1
  A: x; B: -3; C: 1; D: 0.5
Compound: COc1cccc(NC(=O)N2C[C@H](O)COC[C@@H]3O[C@H](CC(=O)NCc4ccccc4F)CC[C@H]32)c1
  A: x; B: 0&-10; C: 23; D: -0.3
Compound: C[C@H]1CCCCO[C@H](CN(C)C(=O)NC2CCCCC2)[C@@H](C)CN([C@@H](C)CO)C(=O)c2cc(NC(=O)Cc3ccccc3)ccc2O1
  A: 54; B: -9; C: -65; D: -2.3
Compound: O=C(C[C@H]1C[C@H]2c3cc(NC(=O)NC4CCCC4)ccc3O[C@H]2[C@@H](CO)O1)NCCc1ccccc1
  A: x; B: 4; C: -2; D: 0.5
Compound: COc1ccc(CN(C)C[C@H]2OCCCC[C@@H](C)Oc3ccc(NS(=O)(=O)c4ccc(Cl)cc4)cc3C(=O)N([C@H](C)CO)C[C@H]2C)cc1
  A: 119*; B: 1; C: -71; D: 0.5
Compound: C[C@H]1CN([C@@H](C)CO)C(=O)c2cc(NS(C)(=O)=O)ccc2O[C@@H]1CN(C)S(=O)(=O)c1cccs1
  A: 69; B: x; C: 34; D: 1.1
Compound: O=C(Nc1ccccc1)N[C@@H]1CC[C@@H](CCn2cc(-c3ccccc3F)nn2)O[C@H]1CO
  A: x; B: 0; C: 39; D: -0.2
Compound: C/C=C/c1ccc2c(c1)O[C@@H](CN(C)C(=O)C1CC1)[C@@H](C)CN([C@H](C)CO)S2(=O)=O
  A: -137; B: -5; C: 0; D: -0.4

Rewritten with values under each structure: entries from further up.
Second line of a record: T cruzi growth, C diff growth, Pf Dd2 growth, GASC1 inh
- O=C(C[C@H]1C[C@H]2c3cc(NC(=O)NC4CCCC4)ccc3O[C@H]2[C@@H](CO)O1)NCCc1ccccc1
  x, 4, -2, 0.5
- Cc1ccc(-c2cnc3c(c2)C(=O)N([C@@H](C)CO)C[C@H](C)[C@H](CN(C)Cc2ccccc2F)O3)cc1
  100*, 4, -30, -0.4

Next part:
Short keys: A = T cruzi growth; B = C diff growth; C = Pf Dd2 growth; D = GASC1 inh
Compound: Cc1ccc(S(=O)(=O)Nc2ccc3c(c2)C(=O)N([C@@H](C)CO)C[C@H](C)[C@H](CN(C)C(=O)NC(C)C)OCCCC[C@H](C)O3)cc1
  A: 52; B: 6; C: -53; D: 1.5
Compound: CO[C@H]1CN(C)C(=O)c2ccc(NC(=O)c3ccccc3)cc2OC[C@@H](C)N(C(=O)CN(C)C)C[C@H]1C
  A: -2; B: x; C: 15; D: 1.4
Compound: COC(=O)C[C@H]1CC[C@H]2[C@@H](COc3ccc(NC(=O)Nc4cccc(C)c4)cc3C(=O)N2C)O1
  A: -8; B: -2; C: 17; D: -1.8
Compound: Cc1noc(C)c1NC(=O)N[C@H]1CC[C@H](CCNC(=O)C2CC2)O[C@H]1CO
  A: x; B: -5; C: -8; D: -1.6
Compound: C[C@@H](O)C#Cc1ccc2c(c1)O[C@@H](CN(C)C(=O)C1CC1)[C@@H](C)CN([C@@H](C)CO)S2(=O)=O
  A: -19; B: x; C: 18; D: 0.1
Compound: COc1cccc(S(=O)(=O)Nc2ccc3c(c2)[C@H]2C[C@@H](CC(=O)N[C@@H](C)c4ccccc4)O[C@@H](CO)[C@H]2O3)c1
  A: x; B: -12; C: -7; D: -5.3
Compound: O=C(Nc1ccc(F)cc1)N1CC(=O)N2[C@H](C1)[C@@H](c1ccc(C#Cc3ccc(F)cc3)cc1)[C@@H]2CO
  A: x; B: -2; C: -78; D: -2.2
Compound: C[C@H](CO)N1C[C@H](C)[C@H](CN(C)C(=O)Cc2ccccn2)Oc2ncc(-c3ccc(F)cc3)cc2C1=O
  A: x; B: -4; C: -10; D: 0.1
Compound: O=C(C[C@@H]1C=C[C@@H](NC(=O)CN2CCOCC2)[C@H](CO)O1)NCCc1ccccc1
  A: -14; B: 0; C: 5; D: 0.4
Compound: Cc1cccc(-c2ccc([C@@H]3[C@@H](CO)N4CCCCN(S(=O)(=O)c5cccs5)C[C@@H]34)cc2)c1
  A: 115*; B: 1; C: 13; D: -2.5
Compound: COCC(=O)NC[C@H]1N[C@H](CO)[C@@H]1c1ccc(-c2ccccc2F)cc1
  A: 13; B: -9; C: 3; D: 0.0
Compound: CC(C)NC(=O)N(C)C[C@@H]1Oc2c(cccc2N(C)C)C(=O)N([C@@H](C)CO)C[C@H]1C
  A: -12; B: -1; C: 11; D: 0.4
Compound: CNC[C@H]1Oc2ccc(NC(=O)NC(C)C)cc2C(=O)N([C@H](C)CO)C[C@@H]1C
  A: -82; B: 3; C: 22; D: -1.6
Compound: COc1ccc(NC(=O)N2CCC3(CC2)CN(C(C)=O)[C@@H](CO)c2[nH]c4cc(OC)ccc4c23)cc1
  A: x; B: 0; C: -45; D: -1.2
Compound: C[C@H]1CCCCO[C@@H](CN(C)C(=O)Nc2ccc(C(F)(F)F)cc2)[C@@H](C)CN([C@@H](C)CO)C(=O)c2cc(NS(=O)(=O)c3ccc(Cl)cc3)ccc2O1
  A: 2; B: 1; C: -36; D: -2.4
Compound: C[C@@H]1CN([C@@H](C)CO)C(=O)Cc2cc(NC(=O)C3CCCCC3)ccc2O[C@@H]1CN(C)C(=O)NC1CCCCC1
  A: 9; B: 2; C: -3; D: -0.4
Compound: C[C@H](CO)N1C[C@H](C)[C@@H](CN(C)C(=O)NC2CCCCC2)Oc2ccc(NS(=O)(=O)c3ccc(F)cc3)cc2C1=O
  A: 8&48; B: -2&15; C: -25&-1; D: 0.8
Compound: CCCNC(=O)N1C[C@@H](C)[C@@H](OC)CN(C)C(=O)c2cc(NC(=O)CCC)ccc2OC[C@H]1C
  A: 5; B: x; C: 4; D: 1.7
Compound: N#C[C@H]1[C@@H](c2ccccc2)[C@H](CO)N1C(=O)C1CCCC1
  A: 44; B: -16; C: 11; D: 0.9
Compound: C[C@@H]1CN([C@@H](C)CO)S(=O)(=O)c2ccc(C#Cc3ccccc3)cc2O[C@@H]1CN(C)C
  A: 21; B: 4; C: -57; D: 11
Compound: C[C@H](CO)N1C[C@H](C)[C@@H](CN(C)CC2CCCCC2)Oc2ccc(NS(=O)(=O)c3ccc(Cl)cc3)cc2C1=O
  A: 10; B: 2; C: 12; D: -2.2
Compound: C[C@H]1CN([C@@H](C)CO)C(=O)c2cc(NC(=O)Nc3ccc4c(c3)OCO4)ccc2O[C@@H]1CN(C)C(=O)Nc1ccc2c(c1)OCO2
  A: 7; B: 3; C: 22; D: 2.0
Compound: C[C@H](CO)N1C[C@H](C)[C@@H](CN(C)S(=O)(=O)c2cccs2)Oc2ccc(NC(=O)C3CC3)cc2CC1=O
  A: 21; B: 8; C: -8; D: 1.4
Compound: COc1cccc(-c2cnc3c(c2)C(=O)N([C@@H](C)CO)C[C@H](C)[C@H](CN(C)Cc2ccncc2)O3)c1
  A: 54; B: 0; C: 25; D: -0.1
Compound: CCCN(C)C[C@@H]1Oc2ncc(-c3cc4ccccc4o3)cc2C(=O)N([C@H](C)CO)C[C@@H]1C
  A: 76; B: 25; C: -48; D: 0.6
Compound: CC(C)NC(=O)N[C@H]1CC[C@@H](CC(=O)NCCCN(C)C)O[C@@H]1CO
  A: 5; B: x; C: 15; D: 5.3
Compound: COCC(=O)N(C[C@H]1N[C@H](CO)[C@H]1c1ccc(-c2cccnc2)cc1)C(C)C
  A: -52; B: 3; C: 22; D: 0.5
Compound: CC(C)CC#Cc1ccc2c(c1)O[C@@H](CN(C)C(=O)Nc1ccccc1F)[C@H](C)CN([C@@H](C)CO)S2(=O)=O
  A: 108*; B: -23; C: -60; D: -0.2
Compound: CN1C(=O)c2cc(NC(=O)c3cc(F)cc(F)c3)ccc2OC[C@H]2O[C@@H](CC(=O)O)CC[C@H]21
  A: 64; B: -11; C: -11; D: 0.5
Compound: COCC#Cc1ccc2c(c1)O[C@@H](CN(C)CC1CCCC1)[C@H](C)CN([C@@H](C)CO)S2(=O)=O
  A: 106*; B: 2; C: u; D: -1.5
Compound: CN(C)C(=O)C[C@@H]1CC[C@@H]2[C@@H](COc3ccc(NC(=O)NCc4ccccc4)cc3C(=O)N2C)O1
  A: 8; B: -13; C: 20; D: 0.2
Compound: C[C@@H]1CN([C@H](C)CO)C(=O)c2cc(N(C)C)ccc2O[C@H]1CN(C)Cc1ccncc1
  A: 10; B: 1; C: -21; D: 7.1
Compound: CN1c2ccc(-c3ccccc3)cc2[C@H]2[C@H](CCN2C(=O)CN2CCOCC2)[C@H]1CO
  A: 54; B: 1; C: 13; D: 0.5
Compound: CCCNC(=O)N1CC2(C1)[C@H](c1ccccc1)[C@@H](CO)N2Cc1cccc(F)c1
  A: x; B: 2; C: 1; D: 1.5
Compound: CC(C)NC(=O)N(C)C[C@H]1Oc2cc(C#C[C@@H](C)O)ccc2S(=O)(=O)N([C@@H](C)CO)C[C@@H]1C
  A: x; B: 2; C: 1; D: -0.6
Compound: COc1ccccc1CNC(=O)C[C@H]1C[C@@H]2c3cc(NS(C)(=O)=O)ccc3O[C@@H]2[C@H](CO)O1
  A: 40; B: -1; C: 25; D: 0.0
Compound: O=C(C[C@@H]1C[C@@H]2c3cc(NC(=O)NC4CCCC4)ccc3O[C@@H]2[C@H](CO)O1)NCc1ccccn1
  A: x; B: 2; C: 10; D: -0.5
Compound: CCCN1[C@H](C(=O)N2CCN(C)CC2)[C@@H](CO)[C@@H]2Cn3c(ccc(-c4ccccc4F)c3=O)[C@@H]21
  A: -26; B: -11; C: x; D: 0.0
Compound: C[C@H]1CCCCO[C@@H](CN(C)C(=O)c2ccccc2)[C@@H](C)CN([C@@H](C)CO)C(=O)c2cc(NS(C)(=O)=O)ccc2O1
  A: 60; B: -3; C: 37; D: -0.4
Compound: C[C@@H]1CN([C@H](C)CO)C(=O)c2ccccc2-c2ccccc2CO[C@@H]1CN(C)S(=O)(=O)c1ccc(C(F)(F)F)cc1
  A: 83; B: 2; C: -4; D: -1.8
Compound: C[C@@H]1CCCCO[C@@H](CN(C)S(C)(=O)=O)[C@@H](C)CN([C@H](C)CO)C(=O)c2cc(NS(=O)(=O)c3cccs3)ccc2O1
  A: -12; B: 2; C: 37; D: -0.3
Compound: CCC(=O)N1CC(=O)N2[C@@H](CO)[C@H](c3ccc(-c4ccc(C(=O)N(C)C)cc4)cc3)[C@@H]2C1
  A: x; B: 3; C: 40; D: -0.7
Compound: COc1ccc(S(=O)(=O)N(C)C[C@@H]2OCCCC[C@@H](C)Oc3ccc(NC(=O)CCC(F)(F)F)cc3C(=O)N([C@@H](C)CO)C[C@H]2C)cc1
  A: 24; B: 9; C: -65; D: 0.5
Compound: Cc1ccccc1S(=O)(=O)NCC[C@@H]1CC[C@@H](NC(=O)C2CCCC2)[C@H](CO)O1
  A: x; B: -4; C: -5; D: 2.3
Compound: O=C(Cc1ccccn1)N1CC[C@@H]2[C@H](CO)Nc3ccc(-c4cccc(F)c4)cc3[C@@H]21
  A: 108; B: -16; C: 3; D: -2.2
Compound: CC=Cc1ccc2n(c1=O)C[C@@H]1[C@@H](CO)[C@H](C(=O)NCCC)[C@H]2N1C(=O)C1CC1 (mixture of isomers)
  A: 44; B: -1; C: -8; D: 0.8
Compound: C[C@H](CO)N1C[C@H](C)[C@H](CN(C)C)Oc2ncc(-c3ccc(F)cc3)cc2C1=O
  A: x; B: 0; C: 32; D: 7.8
Compound: C[C@@H]1CN([C@H](C)CO)S(=O)(=O)c2ccc(C3=CCCC3)cc2O[C@@H]1CN(C)S(=O)(=O)c1ccc(F)cc1
  A: 122*; B: -1; C: -23; D: 11
Compound: CCCN(C)C[C@@H]1OCCCC[C@@H](C)Oc2ccc(NS(=O)(=O)c3cn(C)cn3)cc2C(=O)N([C@@H](C)CO)C[C@@H]1C
  A: 67; B: -1; C: -3; D: -4.9
